# Compound activity from PubChem BioAssay.
# CXCR6 block – inhibitors of human CXCR6 receptor | AID 602244 | CHO-K1 PathHunter CXCR6 beta-arrestin, luminescence | O00574 | actives 0.36% (n = 360,000) | inhibition, % at 20 µM; in the data active = inhibition above about 34%, passing the limit was not always enough;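 note: antagonist mode with CXCL16 agonist at 10 nM final; 0% = 10 nM CXCL16 with DMSO and 100% = unstimulated wells without agonist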
# Target sequence (O00574 whole entry, looked up): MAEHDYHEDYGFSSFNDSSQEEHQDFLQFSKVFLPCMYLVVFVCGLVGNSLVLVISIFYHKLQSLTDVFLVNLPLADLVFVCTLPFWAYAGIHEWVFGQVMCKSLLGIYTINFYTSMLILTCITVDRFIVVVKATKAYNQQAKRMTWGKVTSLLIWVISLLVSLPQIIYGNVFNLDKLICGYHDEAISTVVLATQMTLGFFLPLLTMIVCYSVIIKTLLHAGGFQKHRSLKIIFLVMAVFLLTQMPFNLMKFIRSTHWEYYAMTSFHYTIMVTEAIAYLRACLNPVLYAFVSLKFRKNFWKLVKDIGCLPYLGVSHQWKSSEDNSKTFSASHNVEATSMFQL
# Active calls of the source: *. Not all compounds are listed (hit frequency here may not be typical).
SMILES,CXCR6 block
COc1cc(OC)cc(-c2c(Sc3ccccc3)c3cc(-c4ccc(OC)c(F)c4)ccc3n2C)c1,-4
Nc1ncnc2c1ncn2[C@@H]1O[C@H](C(=O)NS(=O)(=O)c2c(Cl)nc3sccn23)[C@@H](O)[C@H]1O,-3
CC1=C(C(=O)N2CCCCCC2)CC(CC(=O)NCc2ccco2)C(=O)N1Cc1ccccc1 (stereo unspecified),-2
COCCCNCc1cc(C)n(-c2cc(S(=O)(=O)N3CCOCC3)ccc2N2CCCC2)c1C,0
O=C(Nc1cccc2ccccc12)NC1CC1,4
COc1cc(OC)c(C(=O)C=Cc2ccc(OC)c(OC)c2)c(OC)c1,2
Cc1cccc(COC[C@H](Cc2ccccc2)N2CCN(C(=O)c3cc(Cl)cc(Cl)c3)CCC2=O)c1,21
Cn1nccc1-c1ccc(C(=O)NCc2ccco2)c2occc12,4
O=C(NC(Cc1cn(Cc2ccccc2)cn1)C(=O)O)OCC1c2ccccc2-c2ccccc21 (stereo unspecified),-12
CC(C)NC(=O)C1(C)Cc2c(-c3cccc(C(F)(F)F)c3)ccnc2O1 (stereo unspecified),4
CN(CCc1ccccc1)C(=O)CC1C(=O)NCCN1Cc1ccccn1 (stereo unspecified),-3
CCCS(=O)(=O)NC(=O)C1(C)CCN(C(=O)c2cc(-c3cccs3)oc2C)C1 (stereo unspecified),1
C[C@@H]1CN([C@@H](C)CO)C(=O)c2cc(C3=CCCCC3)cnc2O[C@H]1CN(C)C(=O)Nc1cccc(F)c1,1
CC(=Cc1ccccc1)C(=O)c1ccccc1,-4
Cc1cccc(C)c1C(O)c1ncc(-c2ccccc2F)[nH]1 (stereo unspecified),-4
C[C@H]1CN(S(=O)C(C)(C)C)[C@@H](CCO)/C1=C\c1ccccc1 (stereo partly specified),1
COc1ccc(Cc2c(C3CCCCC3)nc3c4ccccc4ccn23)c(C)c1,-1
COc1ccc(CN2C(=O)C(CC(=O)NC3CCCC3)CC(C(=O)N3CCOCC3)=C2C)cc1 (stereo unspecified),-6
Cc1ccc(NC(=O)Cn2c(O)c(N=NC(=O)c3cc4ccccc4cc3O)c3ccccc32)cc1,1
OCCN1CCN(c2cc(-c3ccc(CO)cc3)nc3ccnn23)CC1,-2
CC(C)C[C@H]1CN(CCCC[C@@H]2CNC(=O)C(=O)N2Cc2ccccc2)C(=O)C(=O)N1CCc1ccc(O)cc1,1
COC(=O)[C@]12CCCCC=C1N(Cc1ccc(Cl)cc1Cl)C(=O)[C@H](CC(=O)NCc1ccc(OC)c(OC)c1)C2,12
Cc1cc(=O)[nH]c(N2CCN(c3ccc(Cl)cc3)CC2)n1,-10
CC(C)CCNC(=O)C1(C)CCN1Cc1ccc(-c2ccccn2)cc1 (stereo unspecified),-2
CC1(C(=O)O)CCCN(C(=O)/C=C/c2ccccc2)C1 (stereo unspecified),-4

# 3 entries already listed, ordered by their value in CXCR6 block, falling:
SMILES,CXCR6 block
COc1cc(OC)c(C(=O)C=Cc2ccc(OC)c(OC)c2)c(OC)c1,2
CC(C)C[C@H]1CN(CCCC[C@@H]2CNC(=O)C(=O)N2Cc2ccccc2)C(=O)C(=O)N1CCc1ccc(O)cc1,1
Cc1cccc(C)c1C(O)c1ncc(-c2ccccc2F)[nH]1 (stereo unspecified),-4

# Other results.
SMILES,CXCR6 block
c1ccc(SC23CC4CC(CC(C4)C2)C3)nc1,-12
Cc1ccc(N2CC(C(=O)Nc3cccc(S(=O)(=O)N4CCOCC4)c3)CC2=O)cc1 (stereo unspecified),-9
O=C(COc1ccc(Br)cc1)NNC(=O)c1cc(S(=O)(=O)N2CCOCC2)ccc1Cl,-16
OC(c1ccccc1)c1nc(-c2cccc3cccnc23)cs1 (stereo unspecified),2
Cc1nc(-c2ccc(F)cc2)c(CC(=O)N(C)CC(=O)Nc2cccc(F)c2)s1,3
O=c1ccc2ccc(O)cc2o1,-10
N#Cc1ccc(-c2nc3c(Cl)cc(C(F)(F)F)cn3c2Cc2ccsc2)cc1,2
C=CCCC(=O)N1C[C@@H](CO)[C@@H](NC)C[C@H]1c1ccccc1Br,3
Cn1c(=O)c2[nH]c(CCc3ccncc3)nc2n(C)c1=O,7
Cc1nc(N2CCN(S(=O)(=O)c3ccccc3)CC2)c2c3c(sc2n1)CC(C)CC3 (stereo unspecified),7
CCNC(=O)C1(C)CCCN(C(=O)c2c(C)noc2C)C1 (stereo unspecified),5
N#C/C(=C/C1=C(N2CCOCC2)C(=C/c2ccc(Cl)cc2Cl)/CC1)C(=O)Nc1ccccc1F,11
CC(=O)c1ccccc1NC(=O)COC(=O)C1COc2ccccc2O1 (stereo unspecified),-8
CCc1nc2ccc(C(=O)N3CCN(S(=O)(=O)CC)CC3)cn2c1N(C)C(=O)c1cccc(OC)c1,-1
O=C(NC1CCCCC1)C(c1ccccc1)N(Cc1ccco1)C(=O)Cn1cnc2ccccc21 (stereo unspecified),6
COc1ncc(-c2cccc3nccn23)c(OC)n1,-1
COC(=O)N1CCCCC1c1cc(C(=O)Nc2cccc3c2CCCC3)no1 (stereo unspecified),4
Cc1cc(F)ccc1C(O)c1ncc(-c2cccc(F)c2)[nH]1 (stereo unspecified),-2
Cc1ccc(C)c(C(O)c2ncc(-c3ccc(Cl)cc3)[nH]2)c1 (stereo unspecified),-5
O=C(NCc1ccc(F)cc1)c1cc(C2CCCCN2C(=O)c2ccccc2)on1 (stereo unspecified),9
CC(=O)CC1c2cc(F)ccc2C=C(c2ccsc2)N1c1ccc(C#Cc2cncn2C)cc1 (stereo unspecified),-8
Cc1ccc(S(=O)(=O)N2CCC(=O)N([C@H](COCc3ccc(C(F)(F)F)cc3)Cc3ccccc3)CC2)cc1,3
Cc1ccc([C@H]2C[C@@H](O)[C@H](n3cc(C4CC4)nn3)CN2C(=O)C2CCCCC2)cc1,4
COc1cccc(-c2cc(NC=O)c3ncc(-c4cccc(C(=O)NCCN(C)C)c4)n3c2)c1,-6
COc1ccc(CCNC(=O)Nc2ccc3nc([C@@H]4O[C@H](CO)[C@@H](O)[C@H](O)[C@H]4O)[nH]c3c2)cc1Br,0

# Part of the list above in order of count of non-hydrogen atoms, descending:
SMILES,CXCR6 block
C[C@@H]1CN([C@@H](C)CO)C(=O)c2cc(C3=CCCCC3)cnc2O[C@H]1CN(C)C(=O)Nc1cccc(F)c1,1
COc1cc(OC)cc(-c2c(Sc3ccccc3)c3cc(-c4ccc(OC)c(F)c4)ccc3n2C)c1,-4
Cc1cccc(C)c1C(O)c1ncc(-c2ccccc2F)[nH]1 (stereo unspecified),-4
Cn1c(=O)c2[nH]c(CCc3ccncc3)nc2n(C)c1=O,7
O=c1ccc2ccc(O)cc2o1,-10

# (cont.)
SMILES,CXCR6 block
CCCCCCCCNC(=S)NCCN1CCCCC1,-6
Cc1ccccc1-c1cccc([C@@H]2C[C@H]3[C@H](CON3C)CN2C(=O)CCc2ccccc2)c1,1
Cn1cnc([N+](=O)[O-])c1S(=O)(=O)c1ccc(Cl)cc1,42*
CCCCn1nnnc1C(c1cc2ccccc2o1)N1CCN(CC(=O)N2CCCC2)CC1 (stereo unspecified),-6
O=C(Nc1ccccc1Cl)c1cc(C2CCCCN2C(=O)CCc2ccccc2)on1 (stereo unspecified),5
Cc1ccccc1NS(=O)(=O)c1ccc(C(=O)NCc2ccccc2CN2CCCC2)cc1,13
COC(=O)c1ccc2nc(-c3ccc(F)cc3)c(Cc3ccccc3)n2c1,21
CCCCCCCCCCCCCCC(O)C[N+](C)(CCO)CCO (stereo unspecified),13
CCOC(=O)c1cc2c(c(CCO)n1)[C@H](CCO)N(S(=O)(=O)C(C)(C)C)C2,-6
Cc1ccc2nc(-c3ccccc3)c(Cc3ccccc3C(F)(F)F)n2c1,2
O=C(Nc1cccc(F)c1)c1ccc(-c2cccnc2)c2ccoc12,-5
CCOC(=O)C1CCC(=O)N1Cc1c[nH]c2ccccc12 (stereo unspecified),6
CSC[C@H]1CN(c2ccccc2)C(=O)[C@@H]1CC(=O)Nc1ccccc1,5
Cc1cn([C@H]2C[C@H](O)[C@@H](CNCc3ccc(N4CCN(C)CC4)cc3F)O2)c(=O)[nH]c1=O,-10
COCCNC(=S)N(C)[C@H]1C[C@H]2c3cc(-c4ccccc4)ccc3CCN2C(=O)[C@H]1[C@H](C)O,-1
CN(C)C1CN(Cc2cn(Cc3ccccc3)nn2)S(=O)(=O)C1 (stereo unspecified),4
CCOC(=O)c1ccc(S(=O)(=O)N2CCN(CC(O)COc3cccc(C(C)=O)c3)CC2)cc1 (stereo unspecified),-7
COc1ccc([C@H]2C[C@@H](O)[C@H](n3cc(C4CC4)nn3)CN2Cc2cccs2)cc1,18
Cc1ccc(C)c(SCC(=O)OC/C(O)=C(\C#N)c2nc3ccccc3[nH]2)c1,10
Clc1ccccc1Nc1nc(NCc2cccs2)nc2ccsc12,1
CCOc1ccccc1C(=O)NC1CCN(Cc2nnnn2C2CCCC2)CC1,1
COc1ccccc1NC(=O)Nc1nnc([C@@H]2C[C@H](O)[C@@H](CO)O2)s1,6
CC1(C)CC(=O)C=C(c2n[nH]nc2C2CCCCC2)C1,-1
O=C(NCC1CC1)C1Cc2c(-c3ccc(Cl)cc3)ccnc2O1 (stereo unspecified),1
O=C(Nc1ccn(CCCNCCCN2CCCC2=O)c(=O)n1)OCc1ccccc1,-3

# (cont.)
SMILES,CXCR6 block
C[C@@H]1CN([C@@H](C)CO)C(=O)CCCn2nncc2CO[C@@H]1CN(C)C(=O)Cc1ccccc1,2
CN1C(=O)[C@H]2[C@@H](c3ccc(C(F)(F)F)cc3)N[C@]3(CCCN(Cc4ccc(Cl)cc4)C3=O)[C@H]2C1=O,0
Fc1ccc(-c2nnc(CN3CCC(c4nc5ccccc5s4)CC3)o2)cc1,2
CCOC(=O)C1(C)CCN1C(=O)c1cc(F)ccc1C (stereo unspecified),5
CCOC(=O)c1c(C)cc2c(CO)n[nH]c(=O)c2c1C,5
O=C(Nc1ccccc1Cl)c1cc(S(=O)(=O)N2CCC3(CC2)OCCO3)ccc1F,11
CCN(C)C1CN(Cc2cn(Cc3ccc(C)cc3)nn2)S(=O)(=O)C1 (stereo unspecified),-10
CCOC(=O)[C@]12CCC=C1N(Cc1cccc3ccccc13)C(=O)[C@H](CC(=O)NCc1ccc(C)o1)C2,10
CC(=O)OCC1(C)CN(c2ccccc2)N(C(=O)c2ccc(C(C)(C)C)cc2)C1=O (stereo unspecified),-8
Cc1cc(C)cc(NC(=O)CCNC(=O)c2ccc([N+](=O)[O-])cc2)c1,-1
OC(COc1ccccc1)CN1CCN(c2cccc(Cl)c2)CC1 (stereo unspecified),1
Cc1cccc2nnc(-c3ccccc3)n12,7
Cc1sc2ncnc(N3CCC(C(=O)N4CC(C)SC4=Nc4ccc(Cl)cc4)CC3)c2c1C (stereo unspecified),6
Cc1ccc2nc(SCc3nnc(-c4ccccc4[N+](=O)[O-])o3)c(C#N)cc2c1,-1
COc1ccc(C)cc1/C=C/C(=O)N1CCN(S(=O)(=O)c2cccs2)CC1,3
COc1ccc(C(N)c2csc(NC(=O)Nc3cccc(C(F)(F)F)c3)n2)cc1 (stereo unspecified),-10
C=CCNc1nc(Nc2ccc(OC)c(OC)c2)c2sc(-c3ccccc3)cc2n1,3
CCN(CC)Cc1cc(Nc2c3ccccc3nc3c4ccccc4n(C)c23)cc(CN(CC)CC)c1O,-11
CC(C)(C)S(=O)N1Cc2cc(C(=O)Nc3ccc(-c4ccccc4)cc3)nc(-c3cccc(-c4cc5ccccc5o4)c3)c2[C@@H]1CCO (stereo partly specified),2
CCOC(=O)c1c(C)[nH]c(C(=O)OCC(=O)N(CC)c2c(N)n(Cc3ccccc3)c(=O)[nH]c2=O)c1C,4
O=C1NC[C@H](CCCCN2C[C@H](Cc3ccccc3)N(Cc3ccccc3)C(=O)C2=O)N(CCc2ccc(O)cc2)C1=O,-2
O=C(c1ccc2ccccc2c1O)N1CCCCC1,-7
N#Cc1ccc(C(S(=O)(=O)Cc2ccccc2)S(=O)(=O)Cc2ccccc2)cc1,3
Fc1ccc(-c2nnc3ccccn23)cc1,-4
CCOC(=O)C1=C(C(=O)OCC)c2ccc(OC)c(OC)c2C1,-5

# Of the compounds above, 4 contain a tert-butyl group.
SMILES,CXCR6 block
C[C@H]1CN(S(=O)C(C)(C)C)[C@@H](CCO)/C1=C\c1ccccc1 (stereo partly specified),1
CCOC(=O)c1cc2c(c(CCO)n1)[C@H](CCO)N(S(=O)(=O)C(C)(C)C)C2,-6
CC(=O)OCC1(C)CN(c2ccccc2)N(C(=O)c2ccc(C(C)(C)C)cc2)C1=O (stereo unspecified),-8
CC(C)(C)S(=O)N1Cc2cc(C(=O)Nc3ccc(-c4ccccc4)cc3)nc(-c3cccc(-c4cc5ccccc5o4)c3)c2[C@@H]1CCO (stereo partly specified),2

# (more compounds)
SMILES,CXCR6 block
COc1ccccc1NS(=O)(=O)c1cc(NC(=O)c2ccccc2C)ccc1N1CCOCC1,6
O=C(Nc1cccc(C(=O)N2CCCC2)c1)C1CC1,-7
CCOC(=O)c1cc(OC)c2cccc(CN3CCCC(C)(C(=O)NCCOC)C3)c2c1 (stereo unspecified),8
O=S1(=O)N[C@H](Cc2ccccc2)COc2cccc(N3CCSCC3)c21,0
COc1ccc(-c2[nH][nH]c(=O)c2NC(=O)c2ccccn2)cc1,2
O=C1CC(c2ccccc2)NC(=S)N1 (stereo unspecified),7
CN1CCN(C(=O)c2ccc(NC(=O)c3ccc(Br)o3)cc2)CC1,-2
COc1ccc(CNC(=O)O[C@]23C[C@H]4C(=O)N(c5ccccc5)C(=O)[C@H]4C[C@@]2(O)CN(S(=O)(=O)c2ccc(C)cc2)C3)cc1OC,1
CC(C)C[C@H]1CN([C@@H](Cc2ccccc2)CN2CCC[C@@H]2CN2C(=O)C(=O)NC[C@@H]2Cc2ccccc2)C(=O)C(=O)N1CCc1ccccc1,8
CCN(CC(=O)Nc1ccccc1OC)C(=O)CN1C(=O)NC(C)(c2ccc3ccccc3c2)C1=O (stereo unspecified),-5
Cc1nc(C(F)(F)F)ccc1C(=O)N1CCC1(C)C(=O)Nc1ccc2c(c1)OCO2 (stereo unspecified),0
Cc1ccc(S(=O)(=O)N2CCSCCSCCSCCSCC2)cc1,3
